# TIM10 inh: inhibits growth of TIM10 yeast strain; hit rate 1.4% among 330,000; S. cerevisiae TIM10 strain growth, BacTiter-Glo luminescence, 24 h; inhibition, % at 10 µM;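 active means inhibition of 40% or more at the single tested concentration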;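 further: wild-type TIM10 isogenic control strain grown at permissive 25 °C; 0% = DMSO yeast wells and 100% = minimal medium wells without yeast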
# tim23-1 inh: tim23-1 yeast growth inhibition. S. cerevisiae tim23-1 growth, BacTiter-Glo luminescence, 24 h. inhibition, % at 20 µM. hit rate 1.3% among 330,000;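 active means growth inhibition of the mutant yeast at or above 50%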;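 further: temperature-sensitive mutant grown at 25 °C; plate controls were DMSO-treated mutant yeast for no effect and medium wells lacking yeast for full effect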
# GRIN3A LBD mod: modulates the human NR3A ligand-binding domain; NR3A LBD differential scanning fluorimetry, Tm shift; 0% = protein alone, 100% = glycine-bound protein; Tm shift relative to glycine control, % at 25 µM; hit rate 2.5% among 340,000;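 active means melting temperature shift of at least 10% of the positive control shift, at one fixed dose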
# APJ antagonist: APJ receptor antagonism | hit rate 0.32% among 330,000 | P35414 | CHO-K1 APJ beta-arrestin complementation, luminescence | inhibition, % at 20 µM;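 active means inhibition above about 40% at 20 µM, limit read from the data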;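 further: cells challenged with 10 nM apelin-13 agonist together with compound; plate controls were apelin-13 plus DMSO wells for no effect and DMSO wells lacking apelin-13 for full effect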
# Target sequence (P35414 whole entry, looked up): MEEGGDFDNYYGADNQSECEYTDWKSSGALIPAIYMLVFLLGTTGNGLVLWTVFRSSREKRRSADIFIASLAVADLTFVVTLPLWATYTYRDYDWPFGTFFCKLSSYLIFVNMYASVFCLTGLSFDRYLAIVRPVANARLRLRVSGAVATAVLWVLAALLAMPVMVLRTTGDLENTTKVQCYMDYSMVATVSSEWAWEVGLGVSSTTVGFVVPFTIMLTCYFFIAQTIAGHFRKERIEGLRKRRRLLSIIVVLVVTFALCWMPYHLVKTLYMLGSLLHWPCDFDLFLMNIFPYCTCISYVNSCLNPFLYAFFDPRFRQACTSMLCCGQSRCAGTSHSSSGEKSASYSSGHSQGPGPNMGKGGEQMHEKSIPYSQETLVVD
# MPTP block: blocks calcium-induced mitochondrial swelling. isolated mouse mitochondria, Ca2+ swelling absorbance, 30 min. inhibition, % at 10 µM. hit rate 1.4% among 360,000;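 active means inhibition of 50% or more, scaled per plate between neutral and stimulator controls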;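 further: 0% = DMSO wells given calcium and 100% = 1 mM EGTA wells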
# MIN6 prolif: MIN6 beta-cell proliferation induction | MIN6 cells proliferation, ATPlite luminescence, 48 h; cells starved in 0.2% serum; 100% = growth in 10% serum | AID 2380 | proliferation, % at 10 µM | hit rate 0.29% among 330,000;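 active means compounds whose signal lies at least 3.5 SD above the mean of all wells on their plate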;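 further: 0% = DMSO-treated cells in low-serum medium and 100% = 10% serum control; some compounds called inactive have numbers as strong as hits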
# APJ agonist: agonists of human APJ apelin receptor; P35414; CHO-K1 APJ PathHunter beta-arrestin, luminescence; 0% DMSO wells, 100% apelin; activation, % at 20 µM; hit rate 0.11% among 330,000; AID 2520;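 active means activation more than six SD over the plate average, tested at 20 µM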;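 further: 0% = DMSO alone and 100% = apelin-13 at 10 nM; some results filed as inactive read as strong as hits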
#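 Test system: CHO-K1 APJ beta-arrestin complementation cell line. Amount: cell density 1000 per well. Controls: DMSO negative, 10 nM Apelin-13 positive. Signal: luminescent beta-gal fragment complementation, chemiluminescent substrate. Read-out basis: agonist-driven arrestin binding to APJ. Timing: compound stimulation 90 min at 25 °C, detection 60 min.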
# NALP3 yeast inh: inhibitors of NALP3 inflammasome in yeast | Yeast reconstituted NLRP3/ASC/caspase-1, beta-gal luminescence, 24 h | inhibition, % at 10 µM | hit rate 0.39% among 330,000 | AID 2825;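 active means inhibition of 50% or more; inactive means inhibition below 50%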;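 further: plate controls were induced DMSO wells for no effect and uninduced yeast grown without galactose for full effect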
# tim10-1 inh: growth inhibitors of tim10-1 mutant yeast; AID 463190; S. cerevisiae tim10-1 ts strain growth, BacTiter-Glo, 24 h; hit rate 2.2% among 330,000; inhibition, % at 20 µM;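 active means inhibition of at least 40%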;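 further: mutant grown at 25 °C; 0% = DMSO wells with yeast and 100% = wells holding no yeast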
# The depositor's hits bear a star; x = no result given.
molecule	NALP3 yeast inh	APJ agonist	TIM10 inh	MIN6 prolif	MPTP block	GRIN3A LBD mod	APJ antagonist	tim23-1 inh	tim10-1 inh
COc1cccc(NC(=O)CC(c2ccc(OC(C)C)cc2)c2ccccc2OC)c1 (centres undefined)	16	2	1	0	5.1	-8	12	1	7
O=C(c1ccc2c(c1)N(Cc1ccccc1)CCS2)N1CCCCC1	6	-4	19	-3	-3.2	6	-56	36	43*
O=C(Nc1ccc(N2CCN(C(=O)c3cccs3)CC2)cc1)c1cccnc1Cl	4	-2	12	-2	1.6	-1	5	13	21
CCN(CC)CCOC(=O)CCc1cccc2ccccc12	11	-1	-10	4	-0.3	0	-2	10	0
O=C(NCC(c1cccs1)N1CCOCC1)c1ccc(Cl)s1 (centres undefined)	6	1	-1	-1	1.8	-2	7	12	8
Cc1cc(N2CCCC2)nc2ccc(NC(=S)NC(C)C)cc12	22	1	-14	-3	0.7	-1	-4	29	17
Cc1noc(COc2ccccc2OCc2onc(C)c2Cl)c1Cl	45	-7	3	-3	-1.2	-1	-4	1	12
CCC(=O)Nc1cccc(-c2csc(-c3ccccc3)n2)c1	26	-2	52*	-2	0.5	-10	-1	55*	40*
CCOC(=O)C[C@H]1c2cc(F)ccc2S(=O)(=O)N1C1CCCC1	21	9	-11	0	-0.5	1	-62	1	-8
O=C(CS(=O)(=O)c1ccccc1)c1cc2ccccc2oc1=O	-10	-2	17	-2	-0.2	1	-9	50	42*
O=C1CCc2cc(S(=O)(=O)Nc3ccc(F)cc3)cc3c2N1CC3	-1	-3	4	3	-3.2	-1	-28	11	6
O=C(CCCc1nc2ccccc2s1)Nc1ccc(N2CCOCC2)cc1	18	1	19	-5	2.2	-1	-6	25	17
O=S(=O)(c1ccc(Cl)cc1)N1CCCC(C(F)(F)F)C1 (centres undefined)	13	-2	10	-1	1.4	0	12	19	3
COc1ccc(C(C)(C)C)cc1NC(=O)COC(=O)C(C)C	0	0	-16	-5	0.5	0	-22	29	26
Brc1ccccc1CN1CCN(Cc2c[nH]c3ccccc23)CC1	37	2	16	-7	x	1	1	26	15
Cc1ccc(C(=O)Nc2ccc(NC(=O)c3ccc(C)o3)cc2)o1	15	6	2	-3	0.1	-4	16	12	3
COC(=O)c1cc(NC(=O)Cc2cc(OC)c(OC)c(OC)c2)cc(C(=O)OC)c1	17	-2	-2	-2	0.7	-3	-4	1	6
C/C(CC(=O)NC(C)(C)C)=N\NC(=O)c1ccco1	14	1	-8	0	-0.4	-2	12	12	8
CCN(CC)C(=O)COc1coc(CN2CCN(c3ccccc3)CC2)cc1=O	7	-6	-4	-2	-1.4	-1	13	0	-7
Cc1ccc(-c2nnc(-c3ccccc3)o2)cc1	39	-2	32	-3	-2.8	2	2	4	21
COc1ccc(NC(=O)CSc2nc3sc(C)cc3c(=O)n2C)cc1	13	2	-12	0	-0.8	-1	-7	-8	2
COc1ccc(CNc2nc(NCc3ccc(OC)c(OC)c3)n(C(=O)c3cccs3)n2)cc1OC	31	0	12	0	1.4	-31	-17	8	25
CCOc1ccc(N2CC(C(=O)NCc3cccc(C)c3)CC2=O)cc1 (centres undefined)	16	-2	4	-1	-1.8	0	-13	9	7
COC(=O)c1cc(C(=O)Nc2cccc(C)n2)cc([N+](=O)[O-])c1	-16	-3	10	-2	5.4	0	-44	-9	-5
COc1cc(CNn2cn[nH]c2=S)cc(Br)c1OCc1ccccc1F	17	-3	19	-1	-3.6	-2	-7	27	19
O=C1CC(c2ccco2)CC(O)=C1C=NCC1CCNCC1 (centres undefined)	0	-1	4	2	-10	-2	-19	12	5
COc1ccc(/C(C)=N/Nc2nc3ccccc3n3cnnc23)cc1OC	4	0	-1	2	x	-6	11	-17	-10
CS(=O)(=O)c1ccc(C(=O)NCc2ccccc2F)cc1	0	1	-13	-2	-0.8	-1	9	-1	6
CCOc1ccc(N2C(=O)CC(N3CCC(NC(=O)Nc4ccccc4)CC3)C2=O)cc1 (centres undefined)	-7	-5	6	-2	0.2	14*	0	14	30
COC(=O)CCCN=C1SCCN1Cc1ccccc1	12	-1	1	-2	-0.4	-1	-8	8	9
Cc1ccc(OCC(=O)O/N=C(\N)Cc2ccc([N+](=O)[O-])cc2)cc1C	22	0	16	-3	1.1	-2	-11	29	52*
CSC1=C(C#N)C(c2sccc2C)CC(=O)N1 (centres undefined)	9	1	-7	-2	-0.3	-1	4	31	26
CC(/C=C/C=C/c1ccccc1)=N/NC(=O)CNc1ccccc1C	2	-2	-26	0	2.5	-3	-12	-7	22
Cn1cccc1Cc1nnc(SCC(=O)NCc2ccco2)n1CCc1ccccc1	22	-3	7	0	-2.5	2	-2	-3	18
CCN(Cc1nc(-c2ccc(Cl)cc2)no1)CC1CCCO1 (centres undefined)	0	4	-34	1	-1.9	-1	-11	-32	-8
COc1ccc(-c2oc3c(OC)c(OC)c(OC)c(O)c3c(=O)c2OC)cc1OC	17	-5	-13	-4	0.1	1	-35	39	32
COc1ccc(-n2nc(C(=O)NCC(=O)NCCCN3CC(C)CC(C)C3)c3ccccc3c2=O)cc1 (centres undefined)	5	-1	-14	-2	0.5	1	-29	3	3
N/C(Cc1nc(-c2ccc(Br)cc2)cs1)=N\O	11	0	27	-2	0.4	-1	-4	24	18
CS(=O)(=O)N(CC(=O)Nc1ccc(Br)cc1)C1CCCCC1	7	-5	2	-1	0.6	-2	15	37	17
CCCCCCSc1cc(-c2nc3ccc(Cl)cn3c2NC2CCCCC2)ccc1OC	18	-7	7	-6	1.5	1	12	19	16
O=C(O)c1ccccc1C(=O)NCCCn1ccnc1	12	-1	-6	-2	0.4	0	-36	8	10
CC1=C(C(=O)OCc2ccccc2)C(c2ccc(C#N)cc2)NC(=O)N1CCCC(=O)O (centres undefined)	5	-4	4	0	-0.4	0	-2	-5	-10
CCOc1ccc(S(=O)(=O)Nc2ccc(S(=O)(=O)Nc3cc(OC)ccc3OC)cc2)cc1	6	-5	-12	1	-0.7	6	16	17	10
O=C(C(c1ccccc1)c1ccccc1)N1CCOCC1	4	6	20	0	0.4	0	5	10	4
CC(NC(=O)/C(=C\c1cccc([N+](=O)[O-])c1)NC(=O)c1ccco1)C(=O)O (centres undefined)	9	-2	-8	-1	-0.7	2	5	3	-1
COc1cccc(-c2nc(CS(=O)CC(=O)NCCc3ccc(C)cc3)c(C)o2)c1 (centres undefined)	-4	1	14	-3	-1.1	-6	-4	17	13
C=CCOn1c(=O)c(-c2ccc(Cl)cc2)[n+]([O-])c2ccccc21	9	1	16	0	0.1	2	-7	9	8
N#Cc1cccc(NC(=O)CSc2sc3c(O)cc(=O)[nH]c3c2C#N)c1	8	0	-6	-3	-2.7	-1	0	6	9
COc1cc(NS(=O)(=O)c2ccc(NC(=O)/C=C/C(=O)O)cc2)nc(OC)n1	20	-1	8	-1	-1.7	0	-15	-2	5
CCOC(=O)C1(C(=O)OCC)C(c2ccccc2)CC(O)N1C(C)=O (centres undefined)	16	-3	6	-3	0.1	-4	6	4	-5
COc1ccc(NC(=O)CSc2nnc(CCC(=O)Nc3ccc(C)c(Cl)c3)n2C)cc1	5	2	-12	-5	0.2	-25	10	-17	-19
CC(C)c1cccc(C(C)C)c1NC(=O)COC(=O)c1ccc(OCC(=O)Nc2cccc(C(F)(F)F)c2)cc1	-13	4	14	1	7.4	8	-21	18	19
C=CCn1c(CC(C)(C)C)nc2ccccc21	15	-2	-1	-1	2.9	1	-11	11	15
CN(CC(=O)Nc1ccc(F)cc1)C(=O)COC(=O)C1CCN(c2ccc(C(F)(F)F)cn2)CC1	8	6	-3	-6	-1.2	-7	-11	13	9
O=C(c1c(F)cccc1F)N1CCN(S(=O)(=O)c2ccc3c(c2)OCCO3)CC1	2	-3	0	4	1.1	2	-1	29	17
COc1ccccc1N=Nc1c(C)n[nH]c1C	15	-1	16	3	-0.4	-1	17	4	4

# Next structures follow.
molecule	NALP3 yeast inh	APJ agonist	TIM10 inh	MIN6 prolif	MPTP block	GRIN3A LBD mod	APJ antagonist	tim23-1 inh	tim10-1 inh
CC(=O)c1ccc(NC2c3ncccc3C(=O)N2Cc2ccc(F)cc2)cc1 (centres undefined)	20	3	0	4	0.0	0	7	11	6
COC(=O)c1cccc(NC(=O)C(C)(C)C)c1	21	-2	-4	-2	0.0	0	10	21	-10
COc1cc(C(=O)Nc2ccc(C#N)cc2)c([N+](=O)[O-])cc1OC	6	-2	-6	6	0.5	1	2	13	-1
O=C1C2C3CCCC3=C3CCCC3C2C(=O)N1c1cccc(Cl)c1 (centres undefined)	0	0	28	-1	0.3	-2	44*	24	16
COc1c(C)cccc1C(=O)NC(=S)Nc1ccccc1N1CCCC1	27	1	26	-7	0.1	0	20	28	19
CN(CCC#N)S(=O)(=O)c1ccc2[nH]cc(C(=O)NCCc3ccccc3)c(=O)c2c1	6	1	8	-1	-0.3	-11	-13	0	6
CC(=O)c1ccc(OCc2cc(C(=O)NCCc3ccc(Cl)cc3)no2)cc1	7	-6	-5	-1	-1.3	-2	10	10	16
COc1cc(N2CCOCC2)ncn1	-6	-3	-12	-1	-1.2	1	1	9	7
CC(C)(C)c1ccc(C(=O)NC(Cc2ccccc2)C(=O)O)cc1 (centres undefined)	-3	-5	10	-2	-0.4	x	7	4	9
Cc1cc(C(=O)CN2C(=O)C(=O)N(Cc3ccco3)C2=O)c(C)n1CCc1ccccc1	21	-4	4	-6	-2.5	1	-3	31	8
COc1ccc(NC(=S)N(CCc2nc3cc(C)c(C)cc3[nH]2)Cc2cccnc2)cc1	9	-1	1	1	2.9	-16	18	-5	-5
CCOc1ccc(C(C)=O)cc1COc1cccnc1[N+](=O)[O-]	17	-7	-15	-2	-1.1	-3	15	-4	-6
COc1ccccc1NCc1ccc([N+](=O)[O-])s1	18	1	-6	0	0.2	-2	0	28	37
COc1ccc(CCNC(=O)c2cc(S(=O)(=O)N3CCOCC3)ccc2N2CCCC2)cc1OC	11	-2	13	-2	-0.6	4	2	1	11
CC1CCN(C(=O)CSc2nnc(CNC(=O)c3ccc(S(=O)(=O)N(C)C)cc3)o2)CC1	13	0	1	2	0.4	1	3	2	-9
N#Cc1c(N)nc2c(c1N)CC(CCl)O2 (centres undefined)	7	-1	7	0	-0.6	-3	6	2	4
Cc1csc(NC(=O)CSc2ncc(-c3ccccc3)[nH]2)n1	8	1	5	0	-2.2	-4	13	10	2
CC(C)(C)C(=O)COC(=O)C1CC(=O)N(c2ccccc2)C1 (centres undefined)	12	-4	1	-4	0.4	0	2	25	-1
CCCCC(=O)Nc1cc([N+](=O)[O-])ccc1Cl	-39	-1	9	3	0.0	-7	-5	-11	-2
COC(=O)[C@H](Cc1ccccc1)NC(=O)NCc1cccs1	0	-6	1	-2	-2.2	0	-8	25	7
COc1cc(OC)cc(C(=O)N[C@H](C(=O)OCC(=O)Nc2ccc(C)cc2C)C(C)C)c1	-3	-1	3	-1	2.0	-1	-7	13	38
